# Gal4-VP16 FLuc = inhibits Gal4-VP16 luciferase reporter, ROR gamma counter-screen. Drosophila S2 Gal4-VP16 UAS-luciferase, luminescence, 20 h. Potency, µM (top dose mostly 53.6 µM), for inactives: at the highest dose activity, negative = inhibition, actives largely listed as inhibitors. 310,000 tested, 3.5% active. AID 2546;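 note: Gal4-VP16 expression switched on by copper sulfate through the metallothionein promoter; % is set by controls: 0 for no effect and ±100 for the full control effect; nearly all actives have a fitted effect of over 50% in size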
# CXXC DNA block = MLL CXXC-DNA interaction inhibition | Q03164 | AID 2662 | MLL-CXXC / FITC-HOXA9 DNA fluorescence polarization | 290,000 tested, 0.037% active | Potency, µM (doses to about 115 µM), inactives show top-dose activity change, negative = inhibition, most hits filed as inhibitors; active = well fitted inhibition curve with a large enough effect in the polarisation, with a control signal flat, not every such curve was filed as active; inconclusive = small, poorly fitted or top-dose-only effect, or effect the other way, or a change in a side signal; inactive = no such curve, though single readings can be large or run the other way; the % refers to the polarisation
#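 Fluorescence polarization: 7 uM MLL-CXXC (stock) preincubated 5 min with compounds, then 50 nM fluorescein-HOX-A9 DNA (stock) added; 30 min ambient. Buffer 50 mM Tris-HCl pH 7.5, 50 mM NaCl, 1 mM DTT, 0.05% BSA.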
# BRCA1 expr up = increases BRCA1 expression | Potency, µM (titrated, usually from 46.1 µM), for inactives: top-dose activation, usual class: activators | 380,000 tested, 1.1% active | AID 624202 | MCF7-BRCA1-FFLuc reporter, luminescence, 48 h; response scale: scaled: vehicle 0%, 10 µM genistein 100%; note: nearly all actives have a fitted effect of over 80% in size; some results filed as inactive show a strong effect at the top dose
#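 MCF7 cells carrying a BRCA1-firefly luciferase reporter (2000 cells/well, phenol-red free MEM) were attached for 2 h at 37 °C, then given compounds for 48 h. Luminescence was read 15 min after luciferase reagent; activity normalized to genistein (10 microM) and DMSO.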
# Rab9 prom act = Rab9 promoter activation; Potency, µM (series often up to 9.22 µM), for inactives: at the highest dose activation, negative = inhibition, usual class: activators; 320,000 tested, 2.8% active; Huh7 Rab9 promoter-luciferase reporter, luminescence, 24 h; note: % of control where 0% means no effect; nearly all actives have a fitted effect of over 60% in size
#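 Rab9 promoter-driven luciferase in stably transfected Huh7 cells; 1500 cells/well rested 2 h, exposed to compound in DMSO for 24 h at 37 °C, 5% CO2. Luminescence read 10 min after adding luciferase reagent at ambient temperature.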
# p53 reactivation = mutant p53 re-activation in reporter cells. AID 504706. H1299 p53-A138V BP100-luciferase reporter, luminescence, 24 h. Potency, µM (titrated, usually from 92.2 µM), inactives show at the highest dose activity change, positive = activation, usual class: activators. 320,000 tested, 0.063% active; note: % of control where 0% means no effect; nearly all actives have a fitted effect of over 45% in size
#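 H1299 (p53-null), stable ts p53-A138V + BP100-Luc; 1000 cells/well, Opti-MEM/10% FBS; cpd 4 pt, 1:5; 24 h, 37 deg C, 5% CO2; detection reagent 10 min RT; luminescence.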
# NPC1 promoter act = NPC1 promoter activation. Huh7 NPC1 promoter luciferase reporter, 24 h. Potency, µM (highest dose often 9.22 µM), without a hit: at the highest dose activation, usual class: activators. 320,000 tested, 2.4% active;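 note: % of control where 0% means no effect; nearly all actives have a fitted effect of over 60% in size; reporter is driven by a mutant NPC1 promoter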
#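 Readout is luciferase luminescence, reflecting NPC1 promoter activation in stably transfected Huh7 cells after 24 h compound exposure at 37 °C in reduced-serum medium with 10% FBS.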
# ELG1 genotoxic = induces genotoxicity in HEK293T cells with luciferase-tagged ELG1; HEK293T ELG1-luciferase reporter, luminescence, 16 h; Potency, µM (series often up to 46 µM), for the others: top-dose activity change, positive = activation, most hits filed as activators; 330,000 tested, 1.3% active; AID 504466; note: % of control where 0% means no effect; nearly all actives have a fitted effect of over 60% in size
#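 DMSO vehicle served as control against compound-treated ELG1-luciferase HEK293T cells; exposure lasted 16 hr at 37 °C and 5% CO2, followed by ONE-Glo luminescence detection after 30 min.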
# MBNL1-CUG inh = MBNL1-poly(CUG) RNA binding inhibition | Q9NR56 | TR-FRET MBNL1-His/biotin-(CUG)12 binding, 665/545 ratio | Potency, µM (highest dose often 57.5 µM), for the others: top-dose activity change, negative = inhibition, usual class: inhibitors | 280,000 tested, 0.036% active | AID 2675; active = well fitted inhibition curve with a large enough effect in the signal ratio, with a control signal flat, not every such curve was filed as active; inconclusive = small, poorly fitted or top-dose-only effect, or effect the other way, or a change in a side signal; inactive = no such curve, though single readings can be large or run the other way; the % refers to the signal ratio; note: % is set by controls: 0 for no effect and ±100 for the full control effect
# Target sequence (Q9NR56 whole entry, looked up): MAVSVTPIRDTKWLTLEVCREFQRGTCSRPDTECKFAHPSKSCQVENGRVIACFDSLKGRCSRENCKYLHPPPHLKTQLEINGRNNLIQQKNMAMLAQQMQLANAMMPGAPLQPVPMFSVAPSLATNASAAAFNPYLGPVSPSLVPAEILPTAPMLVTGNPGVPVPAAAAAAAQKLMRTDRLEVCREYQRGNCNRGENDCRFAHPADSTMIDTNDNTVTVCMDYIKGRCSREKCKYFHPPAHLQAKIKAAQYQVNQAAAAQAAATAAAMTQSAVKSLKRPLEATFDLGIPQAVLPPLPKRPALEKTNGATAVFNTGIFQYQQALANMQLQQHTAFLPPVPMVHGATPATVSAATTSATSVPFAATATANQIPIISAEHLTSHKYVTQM
#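 MBNL1-His + Biotin-(CUG)12, cpd titration 92 nM–58 uM; Tb anti-His Ab 0.055 ng/ul, SA-XL665 5 nM (final); 60 min RT; ratiometric 665/545 nm, Ex 340 nm; normalized to buffer and full-complex controls.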
# RORgamma inh = blocks mouse ROR gamma transcriptional activity; Potency, µM (series often up to 53.6 µM), for inactives: at the highest dose activity change, negative = inhibition, most hits filed as inhibitors; Drosophila S2 Gal4-RORgamma UAS-luciferase reporter, 20 h; 310,000 tested, 5.4% active; note: % is set by controls: 0 for no effect and ±100 for the full control effect; nearly all actives have a fitted effect of over 60% in size
# Target sequence (P51450 whole entry, looked up, the tested form may be a part): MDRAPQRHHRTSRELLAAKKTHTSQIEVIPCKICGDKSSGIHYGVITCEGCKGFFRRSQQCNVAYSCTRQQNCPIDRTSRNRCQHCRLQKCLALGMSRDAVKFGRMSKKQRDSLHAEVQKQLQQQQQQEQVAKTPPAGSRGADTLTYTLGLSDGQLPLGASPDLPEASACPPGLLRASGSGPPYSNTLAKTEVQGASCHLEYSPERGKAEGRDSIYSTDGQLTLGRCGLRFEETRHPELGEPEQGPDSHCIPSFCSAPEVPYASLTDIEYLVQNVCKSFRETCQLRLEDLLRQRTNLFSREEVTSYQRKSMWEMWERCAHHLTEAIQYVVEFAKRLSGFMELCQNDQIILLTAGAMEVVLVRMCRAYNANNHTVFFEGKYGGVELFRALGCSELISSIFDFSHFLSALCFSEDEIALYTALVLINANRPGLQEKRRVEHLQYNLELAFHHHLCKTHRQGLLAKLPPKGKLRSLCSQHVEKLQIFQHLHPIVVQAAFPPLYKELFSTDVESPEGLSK
#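 A Gal4/UAS one-hybrid system in insect cells: metallothionein-promoter Gal4–ROR gamma fusion plus Photinus luciferase reporter. Copper sulfate 700 uM final, 20 hr ambient incubation, luminescent detection after 10 min with reagent.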
# uPA generation = cell surface uPA generation inhibition; cell surface uPA generation assay, qHTS; Potency, µM (highest dose often 38.3 µM), inactives show at the highest dose activity change, negative = inhibition, hits mostly inhibitors; 330,000 tested, 0.31% active; active = well fitted inhibition curve with a large enough effect; inconclusive = small, poorly fitted or top-dose-only effect; inactive = no such curve, though single readings can be large or run the other way; tested in mouse RAW 264.7 cells; note: % is set by controls: 0 for no effect and ±100 for the full control effect; nearly all actives have a fitted effect of over 55% in size
# FLuc counter = inhibits or activates purified firefly luciferase, miR-21 counter-screen. P08659. purified FLuc, Km substrates, luminescence inhibition. 360,000 tested, 6.9% active. AID 588342. Potency, µM (titrated, usually from 57.5 µM), for the others: at the top dose activity change, negative = inhibition, hits mostly inhibitors;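 note: plate controls were vehicle for no effect and reference inhibitor for full effect; nearly all actives have a fitted effect of over 55% in size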
#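 Biochemical qHTS of compounds, final roughly 60 µM downward over six points, against 10 nM purified firefly luciferase using Km concentrations of substrates (10 uM D-luciferin, 10 uM ATP) in Tris acetate pH 7.5 buffer; luminescence output.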
# Starred values were filed as active, the others as inactive; ? = inconclusive; / = not tested or not shown; [ ] = remark or other dose. Unless noted, calls come from the whole dose curve; as a rule, active = well fitted curve in the direction sought with a large enough effect; inconclusive = small, poorly fitted or top-dose-only effect, or another doubt; inactive = no such curve, though single readings can be large; an effect the other way counts as inactive or inconclusive. Potency is the fitted concentration of half-maximal effect. A portion of the library; rates above refer to the full screens.
Compound | Gal4-VP16 FLuc | CXXC DNA block | BRCA1 expr up | Rab9 prom act | p53 reactivation | NPC1 promoter act | ELG1 genotoxic | MBNL1-CUG inh | RORgamma inh | uPA generation | FLuc counter
CCOc1cc(C(=O)NC(C)C2CCCO2)cc(OCC)c1OCC (configuration not stated) | 9% | -8% | -3% | -1% | -2% | -1% | 0% | -2% | 14% | -3% | 2%
O=C(NN1CCOCC1)c1cc(Cl)ccc1Cl | -1% | 17% | 2% | 0% | 8% | 0% | -5% | -6% | -13% | 1% | -2%
COCCCNC(=S)N1CCCN(c2nc3c(C)c(C)ccc3cc2C#N)CC1 | -8% | -2% | 0% | 4% | -2% | -3% | 2% | 1% | -12% | 1% | 1%
Cc1ccnc2ccc(SC(F)(F)F)cc12 | -14% | 5% | 9% | 0% | 1% | -5% | 0% | 0% | -7% | 4% | 0%
COc1cc(CCCN2C(=O)C(=O)NC[C@@H]2Cc2ccc(O)cc2)cc(OC)c1OC | 2% | 4% | -3% | -4% | 3% | -4% | 1% | 5% | -19% | 6% | -1%
CCC(=O)N1CCc2cc(Br)cc(S(=O)(=O)N3CCCCC3CC)c21 (configuration not stated) | 0% | 2% | 24% | 7% | -1% | -4% | -25% | 8% | 14% | 11% | 1%
CN(C)c1ccc(/C=N/N2CCN(c3ccccn3)CC2)cc1 | 6% | -3% | ? | ? | 9% | ? | ? | -3% | 0% | 8% | 4.8µM*
Cc1nccc2oc(=O)c(NC(=O)c3ccc(Cl)cc3)cc12 | -13% | 1% | 7% | -5% | 15% | 3% | 1% | ? | -14% | 0% | -4%
O=C(N/N=C\c1ccc2c(c1)OCO2)c1ccco1 | -25% | 4% | 3.2µM* | 1.8µM* | ? | 3.2µM* | 15µM* | ? | -44% | ? | 8.5µM*
CN1C(=O)/C(=C/c2ccccc2OCc2cccc(F)c2)N(C)C1=S | -5% | 0% | -64% | 0% | -3% | 12% | -3% | 3% | 0% | 2% | 6%
O=C(c1ccccc1)N1CCN(c2ccc(NCc3ccc4c(c3)OCO4)cc2)CC1 | ? | 6% | -44% | 0% | -5% | 1% | 26% | -7% | 24% | ? | 3%
CCC(=O)N=c1ccn(C2=Nc3ccccc3NC2=C(C#N)C#N)cc1 | 5% | 10% | 0% | -2% | 0% | 0% | 0% | / | -5% | 3% | -2%
CCN(CC)S(=O)(=O)c1ccc(C)c(NC(=O)CNc2cccc(S(=O)(=O)N3CCCC3)c2)c1 | / | / | -35% | 3% | -3% | -2% | -2% | / | / | -5% | -1%
O=[N+]([O-])c1cc2c(cc1/C=N\NS(=O)(=O)c1ccccc1)OCO2 | -7%[0.365 µM] | -1% | 5% | 4% | -14% | -4% | ? | ? | ? | -9% | -2%
CCCCC1=CC2=C(c3ccco3)C(=O)C(C)(OC(=O)c3ccc(OC)cc3)C(=O)C2=CN1CCCOC(C)C (configuration not stated) | -2% | 0% | 7% | -13% | 9% | 1% | -9% | 45%[activator] | -3% | -8% | -3%
O=C(Nc1nc(-c2cccnc2)cs1)c1ccccc1[N+](=O)[O-] | -3% | 4% | -6% | 0% | -1% | -7% | 10% | 5% | -23% | 5% | -1%
Cc1ccc(C(=O)c2c(NC(=O)c3cccnc3)sc3c2CCCC3)cc1 | -1% | 5% | -31% | -5% | 7% | 0% | 0% | -11% | 8% | 5% | 3%
N/C(=N\OC(=O)c1ccccc1)c1cccnc1 | 12% | 2% | 11µM* | 30% | 12% | 19% | ? | -5% | 0% | -25% | 5.4µM*
COc1ccc2c(CN(C)c3ccccc3)cc(=O)oc2c1 | 8% | 5% | -15% | -2% | 5% | 0% | -6% | ? | 39% | -7% | ?
Cc1ccnc(NC(=O)C(C)N2C(=O)c3ccccc3S2(=O)=O)c1 (configuration not stated) | / | / | 3% | -7% | 5% | -2% | -1% | / | / | 4% | 5%
COc1cccc(NC(=O)COC(=O)CC(NC(N)=O)c2ccc(Cl)cc2)c1 (configuration not stated) | 16% | 7% | -15% | 0% | 2% | 0% | -1% | -2% | 0% | -1% | -1%
COc1ccc(Cl)cc1NC(=O)CN1C(=O)CSC1=O | -2% | 4% | -2% | 5% | -2% | 2% | -1% | -1% | -4% | -3% | 1%
COc1ccc(N(C(=O)CCl)C(C(=O)NC2CCCCC2)c2cccnc2)cc1 (configuration not stated) | -13% | 9% | -92% | -38%[inhibitor] | -19% | -37%[inhibitor] | -16% | / | ? | -11% | 4%
COc1ccc(-n2nc(C(=O)Nc3ccc4c(c3)OCO4)c3ccccc3c2=O)c(OC)c1 | 1% | 22% | 0% | 1% | 1% | 2% | 4% | 9% | -3% | -6% | 6%
COc1ccc(C(=O)c2ccsc2N)cc1 | ? | 9% | 11µM* | ? | 16% | 3.5µM* | ? | 13% | 0% | -3% | 17µM*
Cc1cc2occ(CC(=O)Nc3nnc(C4CC4)s3)c2cc1C | -21% | 4% | -9% | 1% | 17% | -3% | 17% | -2% | 0% | -2% | 4%
Cn1c(CC(=O)Nc2ccc(Cl)c(Cl)c2)nnc1SCC(=O)NCc1ccccc1 | -2% | 3% | 1% | -4% | 1% | -4% | 4% | -2% | 3% | 2% | -1%
O=C(Cn1cc(C(=O)C2CC2)c2ccccc21)NCc1ccc2c(c1)OCO2 | -2% | 4% | -2% | 3% | -4% | 2% | 0% | 2% | ? | 1% | -12%
Cc1ccc(CNS(=O)(=O)c2cc3c4c(c2)C(C)C(=O)N4CCC3)cc1 (configuration not stated) | -17% | 25% | -14% | -11% | -1% | -5% | -4% | -5% | 37% | 0% | 2%
COC(=O)CCCNC(=O)c1ccc(S(=O)(=O)NCc2ccco2)cc1 | / | / | -9% | -3% | -1% | -1% | -2% | / | / | 5% | 6%
COC(=O)c1cc2c(C(F)(F)F)nn(C)c2s1 | -7% | 4% | 6% | -11% | -2% | ? | -2% | -14% | 0% | 0% | -1%
CC1(C)CC(=O)c2cc(C(=O)NCc3ccco3)c(=O)n(-c3ccccc3)c2C1 | -9% | 7% | 1% | -9% | -6% | -2% | 1% | -1% | -1% | -6% | 2%
N#Cc1ccccc1NC(=O)CN1C(=O)NC(Cc2c[nH]c3ccccc23)C1=O (configuration not stated) | / | / | -33% | 0% | 12% | 1% | 1% | / | / | ? | 9.5µM*
COc1cccc(NC(=O)c2ccc3c(c2)CCCC3)c1 | -12% | 23% | 53% | 1.4µM* | ? | 1.4µM* | 2.6µM* | 2% | 0% | 5% | 1.2µM*
CCOC(=O)c1oc2ccccc2c1NC(=O)COc1cccc(OC)c1 | -21% | 10% | -10% | 3% | -1% | -1% | 3% | -3% | -5% | / | -1%
CC(C)CN1C(=O)c2ccc(C(=O)Nc3ccccc3C(=O)O)cc2C1=O | -17% | -10% | 73% | 4.5µM* | ? | 2.5µM* | ? | ? | -30% | -11% | 3µM*
O=C(/C=C/c1cccc([N+](=O)[O-])c1)N1CCN(c2ccccc2F)CC1 | 11% | -4% | -20% | -2% | -4% | -1% | 1% | ? | 31% | 2% | 3%
O=C(Nc1nc2ccc(C(=O)N3CCCCC3)cc2s1)C1CCCCC1 | -10% | -1% | 20% | -11% | 3% | -19% | 6% | -1% | -2% | -3% | -12%
Cc1cccc(N2C(=O)CC(N3CCN(Cc4ccc(Cl)cc4)CC3)C2=O)c1 (configuration not stated) | 6% | -8% | -5% | -4% | 2% | -1% | -3% | 0% | 20% | -1% | 5%
CCC(NC(=O)CCCc1ccccc1)c1ccccc1 (configuration not stated) | -9% | 7% | -9% | -4% | 2% | 0% | 0% | -6% | 6% | 0% | 2%
Cc1cccc(NC(=O)c2cc(NC(=O)CCCC(=O)O)ccc2Cl)n1 | 0% | -5% | 3% | -1% | 6% | -2% | 2% | ? | -7% | / | 3%
C=CCn1c(=O)c(C(=O)Nc2ncccc2O)c(O)c2ccccc21 | 5% | -23% | -17% | -1% | -1% | 1% | -5% | -18% | -18% | 7% | -7%
CC1CCCCC1NC(=O)CCCc1nc2ccccc2c(=O)[nH]1 (configuration not stated) | / | -6% | -7% | -2% | 0% | -5% | 4% | 4% | 38%[0.365 µM] | / | 6%
CCOc1ccc(CC(=O)Nc2ccc(S(=O)(=O)Nc3cc(C)on3)cc2)cc1OCC | 3% | -14% | 4% | -2% | -24% | 0% | 2% | -1% | 11% | 2% | -2%
CC(C)CNC1=C(C(=S)Nc2ccccc2)C(=O)CC(C)(C)C1 | 9% | 6% | -44% | 5% | 1% | -1% | 1% | -3% | -6% | 9% | -2%
